GSTO1 counter – inhibitors of recombinant GSTO1, primary screen, counter-screen for RBBP9 inhibitor project, biochemical, fluorescence polarization; Glutathione S-transferase omega-1 (Homo sapiens), P78417; inhibition, % at 5.96 µM; activity-based probe fluorescence polarization; actives 1.1% (n = 300,000);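 active = inhibition above the campaign mean inhibition plus 3 SD, cut at about 35% in these data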;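 note: 0% = GSTO1-1 with DMSO and 100% = wells lacking GSTO1-1 enzyme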
PAFAH2 FP inh – PAFAH2 enzyme inhibitors, primary screen, biochemical, fluorescence polarization, human | recombinant PAFAH2, FP-rhodamine activity probe | Platelet-activating factor acetylhydrolase 2, cytoplasmic (Homo sapiens), Q99487 | inhibition, % at 3.39 µM | actives 0.99% (n = 340,000);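 active = inhibition above the mean over all tested compounds plus 3 SD, cut at about 30% in these data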;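 note: inhibitors block probe labeling of enzyme so polarization drops; 0% = enzyme with DMSO and 100% = wells lacking PAFAH2 protein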
PAFAH1B3 inh – PAFAH1B3 enzyme inhibitors, primary screen, biochemical, fluorescence polarization, human | Platelet-activating factor acetylhydrolase IB subunit alpha1 (Homo sapiens), Q15102 | recombinant PAFAH1B3, FP-rhodamine probe | inhibition, % at 3.39 µM | actives 0.28% (n = 340,000) | AID 492972, 2010;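 active = inhibition above the screen-wide average of all tested compounds plus 3 SD, cut at about 25% in these data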;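 note: 0% = enzyme with DMSO only and 100% = wells lacking PAFAH1B3 protein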
PAFAH1B2 inh – PAFAH1B2 enzyme inhibitors, primary screen, biochemical, fluorescence polarization, human. inhibition, % at 3.39 µM. Platelet-activating factor acetylhydrolase IB subunit alpha2 (Homo sapiens), P68402. recombinant PAFAH1B2, FP-rhodamine activity probe. actives 1.2% (n = 340,000);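 active = inhibition above the mean of all tested compounds plus 3 SD, cut at about 24% in these data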;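 note: 0% = enzyme with DMSO and 100% = wells lacking PAFAH1B2; many of its hits are not listed in these tables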
PREPL inh – PREPL enzyme inhibitors, primary screen, biochemical, fluorescence polarization; recombinant PREPL, fluorescence polarization activity-based probe; inhibition, % at 5.96 µM; actives 0.68% (n = 320,000); AID 2751, 2010; in the data active = inhibition above about 43%;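 note: 0% = enzyme with DMSO and 100% = wells lacking enzyme; many of its hits are not listed in these tables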
Target sequence (Q4J6C6 whole entry, looked up): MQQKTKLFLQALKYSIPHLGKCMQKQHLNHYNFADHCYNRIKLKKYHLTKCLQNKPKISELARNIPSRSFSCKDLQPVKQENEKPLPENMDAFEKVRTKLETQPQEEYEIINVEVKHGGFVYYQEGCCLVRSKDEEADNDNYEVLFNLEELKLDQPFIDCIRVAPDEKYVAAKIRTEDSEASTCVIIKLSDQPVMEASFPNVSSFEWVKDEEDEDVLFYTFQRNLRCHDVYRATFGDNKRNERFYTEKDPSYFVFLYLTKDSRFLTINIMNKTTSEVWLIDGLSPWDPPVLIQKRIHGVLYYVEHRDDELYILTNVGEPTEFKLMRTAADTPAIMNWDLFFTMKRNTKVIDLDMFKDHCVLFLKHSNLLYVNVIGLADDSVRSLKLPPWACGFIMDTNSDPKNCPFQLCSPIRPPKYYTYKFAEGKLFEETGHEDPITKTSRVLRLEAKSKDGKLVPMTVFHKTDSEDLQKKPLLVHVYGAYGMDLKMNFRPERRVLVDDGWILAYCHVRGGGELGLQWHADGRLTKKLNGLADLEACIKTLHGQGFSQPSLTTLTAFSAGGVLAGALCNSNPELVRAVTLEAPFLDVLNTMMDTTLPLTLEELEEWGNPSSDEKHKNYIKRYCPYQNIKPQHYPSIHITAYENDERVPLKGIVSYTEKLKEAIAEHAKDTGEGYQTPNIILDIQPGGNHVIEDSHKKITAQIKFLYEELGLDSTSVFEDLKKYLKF
LYPLA1 counter – LYPLA1 inhibitors, primary screen, counter-screen for PME1 inhibitor project, biochemical, fluorescence polarization, FP-Rh probe ABPP; Acyl-protein thioesterase 1 (Homo sapiens), O75608; recombinant LYPLA1; inhibition, % at 5.9 µM; actives 0.16% (n = 320,000); AID 2174, 2009;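 active = inhibition above the mean of all tested compounds plus 3 SD, set per campaign, cut at about 14% in these data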;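 note: inhibitors block serine hydrolase probe labeling of LYPLA1 so polarization falls; 0% = enzyme with DMSO and 100% = wells lacking LYPLA1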
pPAFAH inh – pPAFAH enzyme inhibitors, primary screen, biochemical, fluorescence polarization, human; Platelet-activating factor acetylhydrolase (Homo sapiens), Q13093; recombinant pPAFAH, FP-rhodamine probe fluorescence polarization; inhibition, % at 3.39 µM; actives 1.5% (n = 330,000);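 active = inhibition above the mean inhibition across the screen plus 3 SD, cut at about 25% in these data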;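 note: inhibitors block binding of the rhodamine activity-based probe so polarization drops; 0% = enzyme with DMSO and 100% = wells lacking pPAFAH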
PAD4 inh – human PAD4 inhibitors, primary screen, biochemical, fluorescence polarization, 1536-well format; actives 0.41% (n = 330,000); Protein-arginine deiminase type-4 (Homo sapiens), Q9UM07; AID 485272, 2010; recombinant PAD4, RCA probe fluorescence polarization; inhibition, % at 6.36 µM;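 active = percent inhibition above a cutoff equal to the mean of all tested compounds plus 3 SD, cut at about 15% in these data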;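 note: 0% = PAD4 with RCA probe and DMSO and 100% = probe without PAD4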
LYPLA2 counter – LYPLA2 inhibitors, primary screen, counter-screen for PME1 inhibitor project, biochemical, fluorescence polarization, FP-Rh probe ABPP | Acyl-protein thioesterase 2 (Homo sapiens), O95372 | recombinant LYPLA2 | inhibition, % at 5.9 µM | actives 0.38% (n = 320,000) | AID 2177, 2009;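 active = inhibition above the screen-wide mean plus 3 SD, limit set per campaign, cut at about 26% in these data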;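 note: 0% = LYPLA2 with DMSO and 100% = wells lacking LYPLA2 enzyme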
Target sequence (O95372 whole entry, looked up): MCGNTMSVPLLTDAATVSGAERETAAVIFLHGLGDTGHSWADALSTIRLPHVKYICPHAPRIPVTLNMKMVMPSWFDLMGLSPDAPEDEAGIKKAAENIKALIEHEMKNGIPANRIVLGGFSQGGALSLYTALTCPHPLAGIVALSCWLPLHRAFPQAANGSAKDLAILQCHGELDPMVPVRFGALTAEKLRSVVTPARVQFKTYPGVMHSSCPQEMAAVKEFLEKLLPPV
Numbers without * were called inactive; nt = not tested or not shown.

SMILES	GSTO1 counter	PAFAH2 FP inh	PAFAH1B3 inh	PAFAH1B2 inh	PREPL inh	LYPLA1 counter	pPAFAH inh	PAD4 inh	LYPLA2 counter
Cc1c(NC(=O)Nc2ccc(C#N)cc2)c(=O)n(-c2ccccc2)n1C	7	-2	3	2	13	-1	2	-3	4
COc1cc(C(=O)NCC(=O)OCC(=O)N2CCc3ccccc32)cc(OC)c1OC	-3	-7	6	4	-5	-1	2	-3	-1
O=C1c2oc3ccc(F)cc3c(=O)c2C(c2ccc(F)cc2)N1CCCN1CCOCC1 (stereo unspecified)	9	-6	10	-1	1	-3	4	2	-1
CC(O)CCC(=O)NCCNC(=O)CCC(C)O (stereo unspecified)	16	3	-1	0	1	0	-5	2	-2
O=C(NC1CCCC1)c1cc(Cl)ccc1[N+](=O)[O-]	2	-9	-1	3	-2	1	5	-5	5
Oc1cccc(/C=N/N2CCCCC2)c1O	27	1	14	6	8	1	15	1	1
CCOC(=O)CSc1nnc(-c2ccoc2C)n1-c1ccc(OCC)cc1	5	-1	-3	4	13	2	4	2	-1
Cc1nc(NC(=O)C2CCCC2)sc1Cc1ccc2c(c1)OCO2	-6	4	6	4	21	-1	-4	-5	-7
Cc1cc(N/N=C/c2cccc(F)c2)nc(NCc2ccccc2)n1	5	15	0	2	6	-2	2	6	-4
O=C(CN1C(=O)NC2(CCCc3ccccc32)C1=O)Nc1cc(F)ccc1F (stereo unspecified)	-1	-1	8	0	11	-5	0	-2	2
Cc1ccc(N2CCN(C3=NC(=O)/C(=C\c4cccs4)S3)CC2)cc1	-7	5	0	3	53*	29*	7	-9	52*
COc1ccc(C(=O)NN(c2ccccc2)c2ccccc2)cc1	6	2	-1	1	10	-2	-3	0	1
CCn1c(C)nc2cc(C(=O)NNC(=O)Nc3ccc(Cl)c(Cl)c3)ccc21	1	nt	nt	nt	-8	-10	0	-9	-1
Cc1ccc(S(C)(=O)=O)cc1C(=O)NC(C)C1CC2CCC1C2 (stereo unspecified)	5	10	2	11	5	-7	19	6	-1
COc1cc(/C=C/C(=O)CC(=O)/C=C/c2ccc(O)c(OC)c2)ccc1O	-1	-21	26*	12	12	-12	12	-1	-6
COCCNC(=O)COC(=O)c1[nH]c(C)c(C(C)=O)c1C	-5	0	2	-4	-6	-1	5	-11	2
Cc1nn(C)cc1CN(C)C(=O)c1cc(-c2ccccc2)nc2ccc(Br)cc12	7	1	3	4	-6	1	4	-1	0
Cc1ccc(NC(=O)Cn2cnc([N+](=O)[O-])c2)cc1C	2	1	0	2	4	1	3	-3	11
O=C(CSc1nc2ccc(NC(=O)CSc3nnnn3-c3ccccc3)cc2s1)Nc1ccccc1	-25	-19	-24	-13	-3	-24	-11	-25	-54
COc1cccc(N=c2oc3cc(O)ccc3cc2C(=O)NCC2CCCO2)c1 (stereo unspecified)	-3	11	7	4	18	0	25*	-2	-3
COc1cccc(C2C(C(=O)c3cc4cccc(OC)c4o3)=C(O)C(=O)N2c2cc(C)on2)c1OC (stereo unspecified)	-13	26	6	3	3	-1	-3	-9	-7
CN1/C(=C\C(=O)COc2ccc3c(c2)OCO3)C(C)(C)c2ccccc21	-3	-23	-6	-1	-1	-3	8	-8	-6
Cc1cc(C(=O)NP(=O)(N2CCOCC2)N2CCOCC2)c(C)n1-c1ccc(N(C)C)cc1	9	3	-6	-1	21	1	9	-7	-7
CC(C)(O)CC[C@@H](O)[C@](C)(O)[C@H]1CC[C@@]2(O)C3=CC(=O)[C@@H]4C[C@@H](O)[C@@H](O)C[C@]4(C)[C@H]3CC[C@]12C	39*	-4	-8	-8	-9	0	-2	-1	-1
O=C(CN1CCN(Cc2ccccc2Cl)C1=O)NC1CCCCCC1	-1	-9	7	4	3	0	4	-8	3
Cc1cc(C)n(C(=O)CN2C(=O)CCC2=O)n1	1	-4	-3	8	0	0	0	-2	4
S=C(NCCc1ccccc1)N/N=C/c1ccccc1Cl	-12	-14	2	-3	-22	-18	-9	-1	-41
Cc1ccn2c(=O)c(C(=O)NCCC3=CCCCC3)c(O)nc2c1	-2	8	8	8	23	-1	1	2	-3
NC(=O)c1ccccc1OC1CCC1	7	nt	nt	nt	8	0	0	-3	2
CCNS(=O)(=O)c1ccc(CCC(=O)NCCC2=CCCCC2)cc1	0	2	5	3	-7	-1	-2	6	-3
COc1ccc(O)c(C(=O)c2cnc3c(c2)CN(C)C(=O)N3)c1	15	2	-2	5	4	-3	1	-3	-5
COc1ccc(-n2ncc(C(C)NS(=O)(=O)c3ccc(C)s3)c2C)cc1 (stereo unspecified)	1	0	-12	6	-2	-1	11	-4	-6
Cc1ccc(NC(=O)C2CCN(S(=O)(=O)c3ccc4c(c3)NC(=O)CO4)CC2)cc1	7	-2	0	5	-5	-2	0	-1	-3
O=c1c(-c2ccc(O)cc2)coc2c([C@@H]3O[C@H](CO)[C@@H](O)[C@H](O)[C@H]3O)c(O)ccc12	nt	-1	0	1	1	-4	-3	-3	-3
O=C(COC(=O)Cc1ccc(Cl)cc1)Nc1ccccc1-c1ccccc1	36*	-1	1	11	-20	-3	10	2	4
CC1(c2ccccc2)CC(C)(C)N2C(=O)Cc3cccc1c32 (stereo unspecified)	3	-1	-1	2	-8	2	5	0	4
O=C(CCN1CCOCC1)c1ccc2c(c1)OCCO2	-22	2	7	2	4	-6	4	-4	-3
COc1cccc(Cn2c(NCc3ccco3)nc3c2c(=O)n(C)c(=O)n3C)c1	7	nt	nt	nt	17	5	5	3	4
CCOCCOc1cccc(C(=O)NC(C)c2ccc3ccccc3c2)c1 (stereo unspecified)	7	4	-1	0	-4	1	8	2	-3
CC(C)N(Cc1nccn1C)C(=O)c1cc(COc2ccc(F)cc2Cl)on1	-7	-2	-4	2	30	-3	3	-1	4
O=C(N/C(=C\c1cccs1)C(=O)N1CCCCCC1)c1ccccc1	2	-5	2	0	2	-2	3	-4	-4
CN1C(C(=O)NCCc2cccs2)CC2Cn3c(nc4cc5ccccc5cc43)C21 (stereo unspecified)	12	1	13	-3	5	2	1	-3	3
Clc1ccc(-c2nnc(SCc3nc4ccccc4[nH]3)o2)c(Cl)c1	3	7	0	2	7	8	5	2	7
Cc1ccc2nsnc2c1NC(=O)c1ccccc1[N+](=O)[O-]	0	7	-1	5	-4	6	0	-2	3
COc1cc(OC)c(OC)cc1CN1CCCC(C(=O)N2CCCCC2)C1 (stereo unspecified)	-3	7	2	0	-10	3	2	0	5
COc1ccccc1NC(=S)N(Cc1ccccc1)Cc1ccccn1	2	-4	11	2	5	0	3	-3	1
COc1ccc2nc(NC(=O)CC3Oc4ccccc4NC3=O)sc2c1 (stereo unspecified)	-2	-6	3	2	-6	0	4	-2	0
ClCC1=Nc2cccc3cccc(c23)N1	55*	nt	nt	nt	13	1	6	2	-2
CCC(/C=N/NC(=O)c1ccccc1F)CC	3	1	20	8	2	2	-1	-1	-1
Cc1cccc(OCCN2C(=O)C(=O)c3cc(C)ccc32)c1	14	7	3	2	5	2	10	3	2

Further structures
SMILES	GSTO1 counter	PAFAH2 FP inh	PAFAH1B3 inh	PAFAH1B2 inh	PREPL inh	LYPLA1 counter	pPAFAH inh	PAD4 inh	LYPLA2 counter
CCOc1ccc(NC(=O)C2CCCN(c3nc(C)cc(C)n3)C2)cc1 (stereo unspecified)	-4	-6	15	5	-11	-1	3	3	-4
COc1ccc(C(C(=O)NC2CCCC2)N(CC2CCCO2)C(=O)Cn2nnc(-c3ccc(C)o3)n2)cc1 (stereo unspecified)	1	11	7	3	6	6	7	0	9
O=C(NCCCn1ccnc1)C(=O)NCC(c1cccnc1)N1CCN(c2ccc(F)cc2)CC1 (stereo unspecified)	3	-2	13	1	22	-2	-1	-5	-25
CSCCC(NC(=O)c1ccc(Cl)cc1)C(=O)O (stereo unspecified)	-6	3	6	5	7	-2	0	1	-2
COC(=O)[C@@H]1C[C@@]2(O)[C@@H](O)[C@@H](O)[C@@H](O)C[C@H]2N1Cc1ccc(C)s1	14	-1	-1	2	2	2	7	-3	2
N[C@@H](CCC(=O)N[C@@H](CSN=O)C(=O)NCC(=O)O)C(=O)O	1	-5	3	5	1	-2	1	-1	6
O=C(N/N=C/c1ccccc1F)NC1CCCCC1	3	11	-3	0	1	1	2	6	7
Cc1cc(C)nc(N2CCCC(C(=O)Nc3ccc(F)cc3)C2)n1 (stereo unspecified)	2	1	7	2	13	0	1	0	5
CC(C)N1C(=O)CCC1C(=O)NCc1ccccc1Cl (stereo unspecified)	6	5	-2	1	17	-3	-5	1	1
COc1ccccc1C(=O)NCCC(=O)NNC(=O)Cn1ccc(C(F)(F)F)n1	-3	7	15	4	8	-4	-1	3	-4
O=C(NN=C1CCN(Cc2ccccc2)CC1)C(O)c1ccccc1 (stereo unspecified)	4	-5	0	1	1	0	0	2	-1
Cc1ccccc1N(CC(=O)NC1CCCC1)C(=O)c1csnn1	-3	-3	3	8	9	4	0	-1	2
COc1ccc2c(c1)c(=O)oc1cc(OCC(=O)N3CCCC(C)C3)ccc12 (stereo unspecified)	-29	9	-1	1	3	-4	11	-2	3
CCN(CC)S(=O)(=O)c1ccc(C(=O)OCn2c(SC)nnc(C)c2=O)cc1	0	-3	7	2	-5	1	6	-2	3
O=C(NCc1ccco1)c1noc2c1CCCCC2	-7	-4	0	4	5	2	-1	-3	-3
O=C(O)COc1cccc(/C=C2/SC(=S)N(Cc3ccccc3)C2=O)c1	-8	1	-1	3	-13	-3	40*	-4	2
O=C1C2CC=CCC2C(=O)N1Cc1ccccc1 (stereo unspecified)	7	6	4	-3	-4	6	2	-5	10
O=C(Nc1cccs1)Nc1cccnc1Cl	-6	3	-1	2	5	-1	8	-5	-3
CCCNC(=O)c1nn2c(C(F)(F)F)cc(-c3ccccc3)nc2c1Cl	-2	3	4	3	12	3	3	4	8
Cc1ccc(S(=O)(=O)N(Cc2ccc(F)cc2)Cc2ccco2)cc1	5	-5	2	-1	-4	-3	7	-2	-5
N#Cc1c[nH]n2c(=O)cc(Cc3ccccc3)nc12	-19	5	9	4	13	-2	4	0	0
N#Cc1c(Nc2ccc(Cl)cc2)s[nH]c1=O	13	1	11	2	19	1	11	2	2
O=C(Cn1nc(C(=O)O)c2ccccc2c1=O)NCC1CCCO1 (stereo unspecified)	6	3	-7	-4	-1	-3	2	0	1
O=C(Nc1ccc2nc(C3CC3)n(Cc3ccccc3)c(=O)c2c1)C1CC1	-6	2	6	-1	3	-4	1	3	-3
CC1=CN2C(=NC(=O)CC2(C)C(=O)N(CC(=O)NC2CCCC2)c2ccccc2C)C=C1 (stereo unspecified)	-1	2	3	5	16	4	6	3	11

Assay outcomes as filed in PubChem.

Only part of the results is shown, so the mix of outcomes need not match the whole.
